# TbMetRS inhib: blocks T. brucei methionyl-tRNA synthetase activity | purified T. brucei MetRS, ATP depletion, Kinase-Glo luminescence | inhibition, % at 11.9 µM | 360,000 tested, 0.4% active | AID 624268;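 active = inhibition above a per-plate cutoff of the control wells' mean inhibition plus 3 SD, cut at about 5.5% in these data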;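 also: 0% = DMSO wells median and 100% = median of wells with control inhibitor compound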
#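 System: purified T. brucei MetRS enzyme / Detection: Kinase-Glo luciferase luminescence reporting remaining unconsumed ATP / Medium: HEPES buffer with MgCl2, KCl, DTT, spermine, BSA, pyrophosphatase / Replication: singlicate, one well per compound / Evaluation: percent inhibition relative to median high and low control wells / Schedule: 2 h aminoacylation at 25 °C after 15 min preincubation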
# STEP block: STEP (human) phosphatase inhibition. recombinant STEP, OMFP fluorogenic substrate, fluorescence. inhibition, % at 20 µM. 360,000 tested, 0.25% active;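 active = inhibition at 20 µM, scaled per plate between control wells, above about 37%, limit read from the data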;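 also: 0% = DMSO with enzyme and substrate and 100% = substrate only without enzyme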
#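 Material: STEP (striatal-enriched tyrosine phosphatase) enzyme, cell-free; Compound dosing: 20 µM single dose in 1% DMSO; Technique: fluorescence read at 480 nm ex / 540 nm em; Times: reaction 20 min, ambient temperature; Medium: 50 mM Bis-Tris pH 6.0 with 2.5 mM DTT and 0.005% Tween 20; Also added: OMFP at 25 µM.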
# MsrA inhibitor: bovine MsrA inhibition. purified bovine MsrA, absorbance read-out. inhibition, % at 15.5 µM. 360,000 tested, 0.75% active. AID 651718; in the data active = inhibition above about 4.5%;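 also: 0% = vehicle wells with enzyme and 100% = reference inhibitor wells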
# LMPTP inh: LMPTP (human) inhibition | recombinant LMPTP-A, OMFP fluorogenic substrate, fluorescence intensity | inhibition, % at 20 µM | AID 651560 | P24666 | 360,000 tested, 0.22% active;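 active = compounds that cut the enzyme signal by at least half of the control window in the single-dose screen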;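 also: plate controls were DMSO wells with enzyme plus substrate for no effect and substrate without enzyme for full effect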
#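 Test system: LMPTP-A phosphatase enzyme. Amount: LMPTP-A at 0.625 nM final in the reaction. Reagent: OMFP substrate, 400 µM final. Times: 50 min at room temperature. Signal: endpoint fluorescence intensity from OMFP dephosphorylation. Read-out basis: % inhibition. Benchmarks: no-enzyme and uninhibited controls.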
# NadD inh: inhibitors of Staphylococcus aureus NadD | purified NadD enzyme, colorimetric absorbance read-out | inhibition, % at 20 µM | 360,000 tested, 0.78% active; in the data active = inhibition above about 26%; also: some compounds past the cut are filed as inactive
# SUMO1 PPI mod: modulators of human SUMO1-mediated protein-protein interactions | 360,000 tested, 0.33% active | SUMO1 binding to a labelled peptide, TR-FRET, 1 h | inhibition, % at 20 µM; in the data active = inhibition above about 37%
# DNMT1 block: DNMT1 (human) enzyme inhibition; 360,000 tested, 0.83% active; DNMT1 molecular beacon, Hinp1I cleavage, fluorescence; inhibition (reported as % activation of signal), % at 10 µM; AID 588458; in the data active = inhibition above about 50%
# Target sequence (P26358 504-1616 limits assumed): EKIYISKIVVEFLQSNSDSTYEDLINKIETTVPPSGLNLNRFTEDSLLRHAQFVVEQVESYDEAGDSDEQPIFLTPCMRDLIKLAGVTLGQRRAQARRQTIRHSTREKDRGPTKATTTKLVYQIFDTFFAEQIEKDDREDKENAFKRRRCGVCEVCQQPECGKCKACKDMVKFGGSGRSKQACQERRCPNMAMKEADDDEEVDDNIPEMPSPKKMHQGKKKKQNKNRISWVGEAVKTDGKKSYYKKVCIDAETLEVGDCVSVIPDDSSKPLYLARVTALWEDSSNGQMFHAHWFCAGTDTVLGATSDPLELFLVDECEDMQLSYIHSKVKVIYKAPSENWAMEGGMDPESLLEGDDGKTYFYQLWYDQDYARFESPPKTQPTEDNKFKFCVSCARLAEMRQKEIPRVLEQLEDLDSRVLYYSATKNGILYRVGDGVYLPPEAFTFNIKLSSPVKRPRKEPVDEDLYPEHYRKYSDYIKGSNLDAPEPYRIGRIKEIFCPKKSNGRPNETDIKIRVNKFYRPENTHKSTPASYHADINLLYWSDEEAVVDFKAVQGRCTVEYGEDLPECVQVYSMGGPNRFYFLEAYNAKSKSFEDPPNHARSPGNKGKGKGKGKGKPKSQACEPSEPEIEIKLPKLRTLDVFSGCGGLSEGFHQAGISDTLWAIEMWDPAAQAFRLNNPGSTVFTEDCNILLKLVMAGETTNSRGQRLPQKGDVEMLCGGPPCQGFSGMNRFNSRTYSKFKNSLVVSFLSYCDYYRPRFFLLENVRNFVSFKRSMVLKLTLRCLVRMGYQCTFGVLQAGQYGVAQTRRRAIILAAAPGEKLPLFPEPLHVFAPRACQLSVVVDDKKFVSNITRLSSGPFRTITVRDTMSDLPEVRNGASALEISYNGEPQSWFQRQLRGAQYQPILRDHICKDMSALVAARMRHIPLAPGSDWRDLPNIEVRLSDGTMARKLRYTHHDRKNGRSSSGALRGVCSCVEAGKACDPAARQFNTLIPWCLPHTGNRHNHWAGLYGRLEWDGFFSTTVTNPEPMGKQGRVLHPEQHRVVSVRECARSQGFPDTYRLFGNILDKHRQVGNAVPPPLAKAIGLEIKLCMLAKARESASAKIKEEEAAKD
# Scp-1 inhibitor: blocks human Scp-1 phosphatase activity; inhibition, % at 20 µM; AID 493091; 340,000 tested, 0.88% active; Recombinant Scp1, phosphopeptide, malachite green phosphate absorbance;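 active = inhibition above about 50% at 20 µM, limit read from the data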;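 also: plate controls were DMSO wells with enzyme for no effect and wells lacking enzyme for full effect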
#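 System: truncated SCP-1 phosphatase (76-261aa); medium: Tris acetate buffer pH 5.5 with MgCl2 and Tween-20; incubation: 45 min room-temperature reaction, 5 min colour, 30 min stabiliser; compound: single 20 µM dose, 1% DMSO; reagent: Phosphorylated 17-residue peptide substrate; read-out: % inhibition at 20 µM; technique: colorimetric free-phosphate detection, absorbance 630 nm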
# Rpn11 inh: blocks the human proteasome subunit Rpn11 | 360,000 tested, 0.59% active | human 26S proteasome, Ub4-pepOG fluorescence polarization; 20S core pre-blocked with epoxomicin | calls only at 20 µM;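 active = inhibition at 20 µM, scaled to each plate's controls, above about 33%, limit read from the data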
# CSN deneddyl inh: inhibitors of human CSN-mediated cullin deneddylation; Q92905; Purified CSN, SCF-Nedd8-OG deneddylation, fluorescence polarization; inhibition, % at 12.5 µM; 360,000 tested, 0.38% active;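 active = pattern-corrected inhibition above about 35%, with an unprinted fluorescence ratio check between 0.5 and 1.5, limit read from the data, passing the limit was not always enough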;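 also: 0% = enzyme with substrate and 100% = substrate without enzyme; some results filed as inactive read as strong as hits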
#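 Assay system: HEK293T-derived human Csn5 enzyme; quantity: 0.24 nM enzyme; medium: Tris/NaCl/DTT buffer, pH 7.5; also added: substrate SCFSkp2-Nedd8OG, 10 nM; doses: 12.5 µM compound; schedule: 90 min reaction at room temperature; signal: FP; read-out: % inhibition of substrate cleavage by Csn5; benchmarks: substrate-only high control, full reaction low control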
# Starred values were filed as active, the others as inactive; i = inactive; x = not tested or not shown.
SMILES,TbMetRS inhib,STEP block,MsrA inhibitor,LMPTP inh,NadD inh,SUMO1 PPI mod,DNMT1 block,Scp-1 inhibitor,Rpn11 inh,CSN deneddyl inh
CCN(CC)CCC(=O)Nc1ccc2c(c1)N(C(=O)CN(CC)CC)c1ccccc1CC2,0.1,-1,-0.7,0.3,-5,-2,-14,-4,i,-2
Cc1ccc(NC(=S)NNC(=O)c2ccccc2OC(F)F)cc1,-0.8,12,0.5,-0.5,-2,3,-3,-4,i,7
COC(=O)c1ccc(NC(=O)c2cccc(NC(=O)c3ccco3)c2)cc1,-0.5,-1,0.5,15,-4,12,-1,-4,i,4
O=C(O)CCCn1c(=S)[nH]c2c(sc3ccc([N+](=O)[O-])cc32)c1=O,3.5,0,1.0,0.1,0,-2,-1,16,i,-1
Cc1cccc(N(Cc2ccccc2)C(=O)c2cccc(S(=O)(=O)N3CC(C)OC(C)C3)c2)c1 (centres undefined),-0.3,0,-0.5,1.3,-5,5,1,-8,i,6
O=c1[nH]c(C2CCN(S(=O)(=O)c3ccc4c(c3)OCCO4)CC2)nc2c1nnn2Cc1cccc(F)c1,-0.2,-1,2.9,3.9,20,3,-8,9,i,-3
Cc1ccc(C(=O)CN2C(=O)NC3(CCc4ccccc43)C2=O)s1 (centres undefined),-0.2,3,1.9,0.0,1,2,1,-8,i,-5
O=C(O)c1ccccc1C(=O)c1ccc2oc(=O)[nH]c2c1,0.1,1,-0.6,1.1,1,11,15,36,i,0
Cc1ccc(NC(=O)C2CCCN(S(=O)(=O)c3cccnc3)C2)cc1C (centres undefined),-0.1,1,0.8,-0.6,0,3,-2,-2,i,-4
COc1ccc(CCn2c(C)cc(C(=O)CN3C(=O)C(=O)N(Cc4ccco4)C3=O)c2C)cc1,-0.2,0,-0.7,1.9,-4,-3,-1,-12,i,1
CCc1nc2c(OCc3ccc(S(C)(=O)=O)cc3)cccn2c1N(C)C(=O)c1ccccc1F,0.5,-3,1.1,-1.8,2,0,-1,x,i,-5
COc1ccc(NC(=O)c2cc3ccccc3o2)cc1S(=O)(=O)N1CCCCC1,-0.6,-1,-0.9,1.7,-3,12,-9,-8,i,-2
Cc1cc(C(=O)Nc2ccc(C)c(S(=O)(=O)N3CCOCC3)c2)c(C)o1,-0.9,0,1.4,-1.7,-5,4,0,2,i,3
COc1ccc(NC(=O)c2cccc3c(Br)cccc23)cc1,-0.7,1,1.2,-1.0,-7,-1,8,-15,i,1
COC(=O)C1=C(C)N(C)C(C)=C(C(=O)OC)C1c1ccncc1,-1.1,-2,1.8,0.0,2,-2,-3,8,i,-4
N/C(CCS(=O)(=O)c1ccc(Cl)cc1)=N\OC(=O)c1ccc(Cl)cc1,-0.5,1,-0.2,0.9,0,0,0,9,i,0
CC1=NN(c2ccccc2)C(=O)C1=C(C)C,-0.3,-1,-0.7,0.4,-1,-3,-11,-5,i,12
CCCCCCCCSc1nnc(/N=C/N(C)C)s1,0.0,10,-2.0,1.8,4,3,0,15,i,1
O=c1cc(O)nc(SCc2ccccc2Cl)[nH]1,-0.7,-1,0.1,1.0,0,2,-2,-7,i,0
Cc1cc(NC(=O)Cn2cnc3sccc3c2=O)no1,-0.5,-4,0.3,-0.5,0,5,-4,-4,i,-1
CCn1c(SCC(=O)N2CCN(c3cccc(Cl)c3)CC2)nc2ccccc2c1=O,-0.8,4,0.5,5.5,-1,2,-10,-11,i,0
CSc1c2c(nc3ncnn13)CCC2,-0.1,1,0.0,-2.0,0,-1,-1,-2,i,2
CCOC(=O)C(C)(C)Sc1nc2c(cnn2-c2ccc(F)cc2)c(=O)[nH]1,-0.5,-1,0.1,0.0,-5,0,-1,-12,i,-1
COc1cccc(CNC(=O)c2ccc(S(=O)(=O)N3CCOCC3)cc2)c1,-0.3,4,0.8,-0.8,-5,-1,-2,4,i,0
COc1cccc(N/C(N)=N/c2nc(C(F)(F)F)cc(C(F)(F)F)n2)c1,-0.6,-1,2.1,1.5,-12,14,5,-13,i,-4

# Additional structures.
SMILES,TbMetRS inhib,STEP block,MsrA inhibitor,LMPTP inh,NadD inh,SUMO1 PPI mod,DNMT1 block,Scp-1 inhibitor,Rpn11 inh,CSN deneddyl inh
CC(=O)c1ccc(S(=O)(=O)N(Cc2cc3cc4c(cc3[nH]c2=O)OCCO4)CC2CCCO2)cc1 (centres undefined),-1.3,1,0.2,1.8,-2,-16,-7,-5,i,0
COc1ccc(NC(=O)C(=O)NCC2CCCN2S(=O)(=O)c2cc(C)ccc2C)cc1 (centres undefined),-0.1,7,0.1,1.6,-7,3,-1,-9,i,0
CC(C)NC(=O)N(C)C[C@H]1OCc2cnnn2CCCC(=O)N([C@H](C)CO)C[C@@H]1C,-0.7,0,1.0,-0.3,1,11,-2,x,i,-6
CCC(C)c1ccc(NC(=S)N2CCN(C(=O)C3CCCO3)CC2)cc1 (centres undefined),0.5,4,-0.9,0.5,3,-1,0,1,i,2
CC(C)c1cc(C(=O)Nc2cccc(Cl)c2)no1,-0.4,-1,0.6,1.2,-8,-5,0,-4,i,11
O=[N+]([O-])c1ccc2nc(C3CCCCC3)[nH]c2c1,-0.1,-3,1.3,0.8,1,-16,-1,-4,i,-1
CC(=O)N1CCOc2ccc(S(=O)(=O)NCCc3ccc(C)cc3)cc21,0.8,-2,0.6,-0.8,-3,3,-1,-3,i,-2
CCOc1ccccc1NC(=S)N(CCN(C)C)C(C)c1ccncc1 (centres undefined),-0.1,-3,-0.8,-2.5,-8,1,1,-5,i,-1
Cc1ccc2nc(-c3cccc(S(=O)(=O)N(C)C)c3)cn2c1,0.5,1,1.1,-0.5,4,-1,-3,-5,i,-3
O=[N+]([O-])c1ccccc1C(=Nc1ccccc1)c1c(O)cc(O)cc1O,-0.1,-2,3.1,1.5,3,-16,-4,x,i,1
COc1cccc(-c2cc(C(=O)N3CCOCC3)no2)c1,-0.5,-2,-1.2,-0.8,1,5,2,-5,i,0
CN(CC(=O)Nc1ccccc1Br)C(=O)CCC1CCCC1,-0.3,-3,1.2,-6.6,-6,-22,-4,-4,i,-2
COc1ccc(OCC(N)=O)cc1,-0.4,7,0.3,-0.6,0,5,0,-7,i,-3
COc1ccccc1N1CCN(S(=O)(=O)c2ccc3c(c2)NC(=O)C(C)S3)CC1 (centres undefined),-0.3,2,-0.9,1.9,-3,0,-2,-6,i,7
CN1CCCC2(CCCN(Cc3nc(Cc4cccc(C(F)(F)F)c4)no3)C2)C1 (centres undefined),-1.2,-4,0.5,-0.6,-12,-2,1,1,i,-4
CC(=O)Oc1ccc2c(C)cc(=O)[nH]c2c1,-0.3,5,0.7,0.2,-6,0,-16,-5,i,5
C/C(=N\NC(=O)c1cc(-c2cccc(OC(C)C)c2)nc2ccccc12)c1cccnc1,0.2,3,1.2,0.4,11,-6,-3,-2,i,-1
NC(Cc1ccc(Cl)cc1)c1csc(Nc2ccc(C(=O)c3ccccc3)cc2)n1 (centres undefined),-0.3,0,-0.3,3.6,19,-184,-27,x,i,2
CC(=O)NCc1cn2c(C)csc2n1,0.4,0,-0.6,-1.9,5,-3,4,-1,i,-3
COc1ccc2nc(NC(=O)CCNC(=O)c3ccco3)sc2c1,-0.3,3,0.2,1.2,4,1,1,-10,i,-1
CCC1CCc2c(n(C)c3ccccc3c2=O)O1 (centres undefined),-0.4,-3,-0.4,-1.6,-1,4,-2,-7,i,2
CN1CCOC(=O)/C1=N/Nc1cc(Cl)ccc1Cl,-0.7,-3,0.8,0.7,-5,-3,-2,0,i,-1
Cc1cccc2c(CCNC(=O)c3ccc([N+](=O)[O-])cc3)c[nH]c12,0.4,-2,0.3,-1.9,-5,-30,-3,-2,i,-10
Cc1nc(N2CCCC2C(=O)O)c2oc3ccccc3c2n1 (centres undefined),0.7,0,1.1,-2.3,-4,-2,2,8,i,-2
CCN(CC)c1ccc(-c2nnc(SCC(=O)N(CCOC)c3c(N)n(CC(C)C)c(=O)[nH]c3=O)o2)cc1,-0.3,2,5.3*,-1.0,2,3,2,-6,i,-1

# Going on with the list:
SMILES,TbMetRS inhib,STEP block,MsrA inhibitor,LMPTP inh,NadD inh,SUMO1 PPI mod,DNMT1 block,Scp-1 inhibitor,Rpn11 inh,CSN deneddyl inh
CN(C1CCCCC1)S(=O)(=O)CCNC(=O)c1ccccc1,-0.4,-2,-0.8,-0.2,2,1,1,-1,i,0
COCCn1c(=O)[nH]c2cc(C(=O)N3CCN(c4cccc(Cl)c4)CC3)ccc2c1=O,-0.2,1,0.8,0.1,-9,8,-1,-2,i,5
CCOCCCn1c(=S)[nH]c2cc(C(=O)N3CCC(C(N)=O)(N4CCCCC4)CC3)ccc2c1=O,-0.4,-1,1.3,-1.5,-3,3,-1,11,i,-8
CCOc1cc(/C=N/NC(=O)c2cc(-c3ccccc3)nc3ccccc23)ccc1O,-0.4,3,3.1,4.9,4,2,-7,-6,i,-6
COc1ccccc1N1CCN(C2CCCN(C(=O)CCc3c(C)noc3C)C2)CC1 (centres undefined),-1.1,-1,-0.3,-1.4,-2,-1,2,1,i,-3
COc1ccc(S(=O)(=O)n2[nH]c(=O)c(CCO)c2C)cc1,0.1,-1,0.6,-0.4,-3,7,1,-5,i,4
O=C(COC(=O)CNC(=O)c1ccccc1F)Nc1nnc(-c2ccccc2)o1,-0.2,0,0.1,-1.6,8,7,4,-7,i,-4
NCC1OC(n2cnc3c(N)ncnc32)CC1O (centres undefined),-0.3,0,-0.5,-2.0,1,-1,8,-8,i,3

# High-throughput results from PubChem.
